GPR151 activ: activates the human receptor GPR151 | AID 1508602 | 1% of 650,000 active | PathHunter beta-arrestin GPR151 cells, luminescence | Q8TDV0 | activation, % at 11.2 µM; in the data active = activation above about 4.9%;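 note: 0% = median of compound wells and 100% = cells with positive control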
Target sequence (Q8TDV0 whole entry, looked up): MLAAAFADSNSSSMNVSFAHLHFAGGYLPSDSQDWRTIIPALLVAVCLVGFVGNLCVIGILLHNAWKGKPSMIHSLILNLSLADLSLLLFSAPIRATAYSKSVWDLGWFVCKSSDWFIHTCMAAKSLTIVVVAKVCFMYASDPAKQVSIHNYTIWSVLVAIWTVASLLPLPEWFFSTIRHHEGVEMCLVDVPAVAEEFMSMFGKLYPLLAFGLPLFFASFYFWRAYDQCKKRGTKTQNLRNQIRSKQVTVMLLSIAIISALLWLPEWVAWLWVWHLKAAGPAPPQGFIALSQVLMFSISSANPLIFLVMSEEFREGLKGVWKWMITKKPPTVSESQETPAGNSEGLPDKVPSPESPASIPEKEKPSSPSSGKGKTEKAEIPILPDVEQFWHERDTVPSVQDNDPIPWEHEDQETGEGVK
FBW7 act: human FBW7 E3 ligase activation, primary screen; Q969H0; AlphaScreen FBW7–phospho-cyclin E peptide binding, activator screen; normalized activity (activation), % at 26.1 µM; 0.13% of 650,000 active; AID 1259310; in the data active = normalized activity above about 1.9%;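 note: purified mutant Fbw7 with reduced substrate affinity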
TEAD-YAP inh: TEAD-YAP interaction inhibition; HEK-TIYL cells, TEAD-Gal4/YAP UAS-luciferase luminescence; inhibition, % at 9.12 µM; 1.4% of 640,000 active; AID 1259422; in the data active = inhibition above about 32%;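 note: 0% = median of test compound wells and 100% = reference inhibitor wells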
MITF inh: blocks human microphthalmia-associated transcription factor; O75030; AlphaScreen MITF homodimerization, bead proximity signal; inhibition, % at 2.6 µM; 0.91% of 650,000 active; AID 1259374; in the data active = inhibition above about 50%;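 note: 0% = vehicle wells with protein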
Target sequence (O75030 whole entry, looked up): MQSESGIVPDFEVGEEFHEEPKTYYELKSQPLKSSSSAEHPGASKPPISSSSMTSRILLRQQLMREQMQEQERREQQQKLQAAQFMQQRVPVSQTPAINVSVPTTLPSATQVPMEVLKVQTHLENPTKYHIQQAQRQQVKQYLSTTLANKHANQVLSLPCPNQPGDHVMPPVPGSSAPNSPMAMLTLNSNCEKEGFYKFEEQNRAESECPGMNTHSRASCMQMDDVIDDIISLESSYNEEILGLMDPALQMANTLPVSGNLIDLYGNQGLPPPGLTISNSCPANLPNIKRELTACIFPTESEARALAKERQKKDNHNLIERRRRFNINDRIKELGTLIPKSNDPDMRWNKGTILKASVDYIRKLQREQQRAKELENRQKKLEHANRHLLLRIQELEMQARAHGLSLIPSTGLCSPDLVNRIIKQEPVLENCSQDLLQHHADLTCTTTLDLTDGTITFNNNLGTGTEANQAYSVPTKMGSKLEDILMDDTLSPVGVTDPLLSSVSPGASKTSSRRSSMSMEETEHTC
Starred values were filed as active, the others as inactive; & = joins results of further samples.

SMILES	GPR151 activ	FBW7 act	TEAD-YAP inh	MITF inh
O=C(CNCC1CCCO1)Nc1cccc2ccccc12 (stereo not given)	-0.4	0.1	4	31
COc1ccc(NC(=O)CCN2CC(C)OC(C)C2)c(OC)c1 (stereo not given)	-0.9	-0.2	2	4
CCc1ccc(S(=O)(=O)c2n[nH]n3c2nc(=O)c2ccccc23)cc1	-0.4	-0.2	0	-11
O=c1ccn(C2OC(COP(=O)(O)O)C(O)C2O)c(=O)[nH]1 (stereo not given)	-0.2	0.6	-3	2
CCOC(=O)C1=C(C)N=c2s/c(=C/c3ccccc3)c(=O)n2C1c1cccs1 (stereo not given)	-0.6	0.1	-4	23
O=C(NCc1ccccc1F)c1cccc(C(=O)NCc2ccccc2F)c1	3.3	0.0	-4	-10
O=C1CN(C(=O)c2sc3ccccc3c2Cl)c2ccccc2N1	-0.2	0.5	16	17
O=C1CSC2(C(=O)Nc3ccccc32)N1c1ccc(Cl)c(C(F)(F)F)c1 (stereo not given)	-0.1	-0.3	4	9
C/C(=N\NC(=O)c1ccc(N(C)C)cc1)c1cccc(N)c1	-0.4	0.1	-19	11
CC(=O)C1=C(c2cccc([N+](=O)[O-])c2)N(C(C)=O)n2cnnc2S1	0.3	-0.1	17	-18
Cc1nn(C(=O)COc2ccc(F)cc2)c(C)c1Sc1ccccc1	-0.6	0.1	-11	-1
O=C(N/N=C/c1ccccc1F)c1ccccc1[N+](=O)[O-]	-0.8	-0.1	-19	-7
CC(C)(C)Oc1ccc(CC(NC(=O)CNC(=O)OCc2ccccc2)C(N)=O)cc1 (stereo not given)	-0.2	1.4	5	0
CC(C)c1ccc(/C=C2\NC(=S)NC2=O)cc1[N+](=O)[O-]	-0.5	0.0	14	-3
COc1ccc(Br)cc1C1=N/C(=C\c2c(F)cccc2Cl)C(=O)O1	1.4	0.2	3	12

Single records (already shown). Values in the order: GPR151 activ	FBW7 act	TEAD-YAP inh	MITF inh
`CC(C)(C)Oc1ccc(CC(NC(=O)CNC(=O)OCc2ccccc2)C(N)=O)cc1` (stereo not given) is listed as -0.2	1.4	5	0
`CC(=O)C1=C(c2cccc([N+](=O)[O-])c2)N(C(C)=O)n2cnnc2S1` is listed as 0.3	-0.1	17	-18

Later entries
SMILES	GPR151 activ	FBW7 act	TEAD-YAP inh	MITF inh
O=C(Cn1cnc2c(nnn2Cc2ccccc2F)c1=O)NCc1ccc(F)cc1	-0.4	0.0	11	-10
CC1(c2cccc(OCc3ccc(F)cc3)c2)NC(=O)NC1=O (stereo not given)	-0.9	0.0	1	3
OC[C@@H](O)[C@@H](O)[C@H](O)[C@H](O)CO	0.9&-1.4	0.1&0.0	-3&0	1&-3
Cc1c(C(=O)OCC(=O)N2CC(=O)Nc3ccccc32)oc2ccc(Br)cc12	-1.3	0.0	4	1
CCc1nc2ccc(C(=O)NC3CCCCC3C)cc2nc1CC (stereo not given)	1.7	0.0	-20	-14
NC(=S)c1oc2nc(-c3ccncc3)ccc2c1N	0.3	0.0	10	3
O=C1CCCC(O)=C1N=Nc1ccc(C(=O)O)cc1	-1.8	-0.3	-7	66*
Cc1c(SCC(C)C)cc(N2C(=O)c3ccccc3C2=O)cc1S(=O)(=O)c1ccccc1	-1.1	0.6	-8	14
Cc1cc(C(=O)CSc2ncccn2)c(C)n1Cc1ccc2c(c1)OCO2	0.8	-0.2	-36	-7
Cc1nc(N2CCN(c3ccccc3F)CC2)c2c3c(sc2n1)CCC3	-1.0	0.1	3	13
CC(=O)c1cccc(-c2nc(C)cc(NCCO)n2)c1	0.6	0.0	-8	12
CCOC(=O)N1CCN(C(=O)c2sc3nc(C)nc(N4CCN(c5ccccn5)CC4)c3c2C)CC1	-1.3	0.1	10	4
Cc1noc(C)c1CN1C(=O)NC2(CCCc3ccccc32)C1=O (stereo not given)	2.0	-0.1	8	-2
Cc1cccc(Nc2ccc3c(cnn3-c3cccc(C(=O)NCCN4CCN(C5CCC5)CC4)c3)c2)c1Cl	2.5	-0.2	12	5
CCNc1cc(N2CCN(C(=O)c3ccc(Cl)cc3)CC2)ccc1[N+](=O)[O-]	-0.6	-0.2	4	17

Some of the entries above in a different format.
Under each structure – GPR151 activ	FBW7 act	TEAD-YAP inh	MITF inh
> CC(=O)C1=C(c2cccc([N+](=O)[O-])c2)N(C(C)=O)n2cnnc2S1
→ 0.3	-0.1	17	-18
> NC(=S)c1oc2nc(-c3ccncc3)ccc2c1N
→ 0.3	0.0	10	3
> O=C(CNCC1CCCO1)Nc1cccc2ccccc12 (stereo not given)
→ -0.4	0.1	4	31
> COc1ccc(NC(=O)CCN2CC(C)OC(C)C2)c(OC)c1 (stereo not given)
→ -0.9	-0.2	2	4

(cont.)
SMILES	GPR151 activ	FBW7 act	TEAD-YAP inh	MITF inh
CC1(C)CC(NC(=O)/C=C\C(=O)NC2CC(C)(C)NC(C)(C)C2)CC(C)(C)N1	-1.2	0.0	12	7
COc1ccc(Cl)cc1S(=O)(=O)NCCc1ccc(N(C)C)cc1	0.7	-0.1	13	16
CCNC(=O)C(=O)Nc1cccc2ccccc12	0.2	0.0	-6	-28
COc1ccc(/C=C2\C(=O)NC(=S)N(c3cccc(C)c3)C2=O)cc1O	2.0	0.1	-13	5
COc1ccc(C(=O)NCC(=O)OCc2nc3ccccc3s2)cc1[N+](=O)[O-]	0.6	0.0	-2	-7
O=C(CSc1ccccc1)Nc1cc(Cl)ccc1O	-2.2	-0.1	7	-7
CN(CCCNC(=O)c1csc2c1CCCC2)Cc1ccccc1	-0.6	0.0	-3	-2
COc1ccc(OC)c(CCNC(=O)Cn2ncc3c2-c2cc(C)ccc2OC3)c1	0.0	0.2	-5	8
CCOC(=O)CN1C(=O)C(O)(CC(=O)c2ccc(-c3ccccc3)cc2)c2ccccc21 (stereo not given)	-0.9	0.5	-4	9
O=C(Cn1cnc2ccccc2c1=O)NCC(=O)N1CCN(c2ccccc2)CC1	-0.1	-0.1	2	1
COC(=O)C1=C(NC(=O)c2ccc(C(=O)c3ccccc3)cc2)CCS1	-0.4	0.4	-1	12
O=C(/C=C/c1ccco1)Nc1ccncc1	-0.4	-0.2	-3	25
CC1CCCC(N2CCN(Cc3ccc(Cl)cc3)CC2)C1 (stereo not given)	-0.2	-0.1	10	73*
CC(=O)Nc1nnc(-c2cccnc2)s1	0.5	-0.1	-14	-4
NC(=O)/C(=C/c1c2ccccc2cc2ccccc12)NC(=O)c1ccccc1	0.0	-0.2	-16	3
COc1ccc(OCC(=O)Nc2cccc(-c3nc4cc(C)ccc4o3)c2C)cc1	-0.9	-0.1	-31	0
Cc1c(NC(=O)c2ccc([N+](=O)[O-])cc2[N+](=O)[O-])cccc1-c1nc2ncccc2o1	-1.8	0.7	9	-5
N#Cc1ccc(OCC(=O)N/N=C/c2ccccc2F)cc1	1.0	0.3	3	6
O=c1oc2ccccc2n1Cc1ccc(F)cc1Cl	0.0	0.1	-1	7
COc1ccc(-n2nc(C(=O)NCC(=O)NCCCN3CCN(C)CC3)c3ccccc3c2=O)cc1Cl	-0.6	0.0	-7	-7
Cc1ccc(C)c(NC(=O)NNC(=O)c2cc3occc3[nH]2)c1	-0.5	-0.1	-2	-8
COc1ccccc1Nc1nc2nonc2nc1N1CCC(Cc2ccccc2)CC1	0.4	-0.1	10	7
CCOC(=O)c1c(NC(=O)CSc2nnc(CNC(=O)c3ccc(C)c([N+](=O)[O-])c3)n2-c2ccccc2OC)sc2c1CCCC2	0.5	0.1	12	0
CC(C)NC(=O)[C@@H]1C[C@@H](NCc2ccncc2)CN1Cc1ccc(Cl)cc1	0.8	0.0	3	-8
CCOC(=O)C1=C(CSc2nnc(N)s2)NC(=O)NC1c1cccc([N+](=O)[O-])c1 (stereo not given)	0.8	0.1	-1	4
NC(=O)c1ccccc1NC(=O)c1cc(=O)c2ccccc2o1	0.3	0.1	-55	6
O=[N+]([O-])c1nn(-c2ccc(Cl)cc2)n(O)c1=NCCC1=CCCCC1	0.1	-0.4	-12	44
Cc1ccc(OCC(=O)N/N=C/c2c(C)cc(O)cc2O)cc1C	-1.3	-0.1	11	2
COc1ccc(C(=O)Nc2ccc3oc(-c4cccc(I)c4)nc3c2)cc1[N+](=O)[O-]	-1.0	0.3	5	19
CC1CCCC(NC(=O)C2N(C3CCCCC3C)C(=O)C3C(C(=O)Nc4cc(Cl)cc(Cl)c4)C4C=CC32O4)C1C (stereo not given)	-1.1	0.1	0	4
Cc1nc2sc3c(c2c(=O)n1/N=C/c1cccs1)CCCC3	1.7	-0.1	1	-5
Cn1ccnc1Sc1ccc(/C=N\NC(=O)c2cccc([N+](=O)[O-])c2)cc1[N+](=O)[O-]	0.6	0.4	-1	7
CCOC(=O)C1=NNC2(C)C(=O)N(c3ccc([N+](=O)[O-])cc3)C(=O)C12 (stereo not given)	-1.5	0.1	5	10
CC(C(=O)Nc1ccccc1F)N1C(=O)c2ccccc2C1=O (stereo not given)	-1.7	0.0	-3	17
COc1cccc(CNC(=O)CCc2c(C)nc3nc[nH]n3c2=O)c1	-1.1	-0.1	-3	-2
CC(C)/C=C/C(=O)N1CCC(C2(CCc3ccccc3)NC(=O)NC2=O)CC1 (stereo not given)	-1.4	0.3	11	2
CCC(C)N=Cc1c(O)n(C)c(=O)n(C)c1=O (stereo not given)	-0.3	0.0	16	-22
COc1cc(S(=O)(=O)NCC2CCCO2)c(OC)cc1Cl (stereo not given)	-0.7	-0.1	-5	-8
Cc1ccc(C)c(C(=O)CN2C3=NCCCN3c3ccccc32)c1	-0.3	1.7	10	19
O=C(NCCN1CCOCC1)c1cccs1	0.1	0.7	2	4
CC1(C)O[C@H]2OC(C(=O)NCC(=O)Nc3ccc(S(=O)(=O)Nc4nccs4)cc3)[C@@H]3OC(C)(C)O[C@@H]3[C@H]2O1 (stereo not given in full)	-0.9	0.9	5	10
CCCCN1C(=O)C2C(C(=O)Nc3ccc(C)c(C)c3)C3C=CC2(O3)C1C(=O)NC1CCCCC1 (stereo not given)	0.2	0.1	3	3
FC(F)(F)COc1nc(NCc2ccccc2)nc(Nc2ccc(OC(F)(F)F)cc2)n1	1.1	-0.1	0	8
Cc1ccc(F)cc1NC(=O)CN1C(=O)NC(CC(C)C)C1=O (stereo not given)	0.2	-0.1	1	-16
CCCCC(O)(CCCC)C(=O)NN(C(=O)OC)c1ccc(C)cc1	0.3	-0.2	4	-13

Retrieved one by one from the list above:
SMILES	GPR151 activ	FBW7 act	TEAD-YAP inh	MITF inh
CCCCN1C(=O)C2C(C(=O)Nc3ccc(C)c(C)c3)C3C=CC2(O3)C1C(=O)NC1CCCCC1 (stereo not given)	0.2	0.1	3	3
Cn1ccnc1Sc1ccc(/C=N\NC(=O)c2cccc([N+](=O)[O-])c2)cc1[N+](=O)[O-]	0.6	0.4	-1	7
COc1cccc(CNC(=O)CCc2c(C)nc3nc[nH]n3c2=O)c1	-1.1	-0.1	-3	-2

More results:
SMILES	GPR151 activ	FBW7 act	TEAD-YAP inh	MITF inh
Cc1n[nH]c(C)c1N1C(=O)c2cccc3c(N)ccc(c23)C1=O	0.6	-0.2	-19	-3
CCOc1ccc(/C=C2/C=C(c3ccc(C)cc3)OC2=O)cc1OC	-1.0	0.1	2	12
O=C(NCc1cccc(Cl)c1)c1cn2ccsc2n1	0.7	-0.5	5	15
O=C(NCC1COC2(CCCCC2)O1)c1ccsc1 (stereo not given)	-0.5	0.0	5	2
CCC(C)NCCCOc1ccc(Br)cc1C (stereo not given)	2.0	-0.3	8	57*
O=C(NC1CCCCC1)NC1(C(=O)NCc2cccnc2)CCCCC1	0.8	0.2	10	-2
CNC(=O)c1nnc(Cc2ccc(F)cc2)o1	-1.4	0.0	-10	4
O=C(Nc1ccc(Cl)cc1)c1ccc(Br)cc1	-0.7	0.3	-57	12
CCC(O)CNC(=O)CN1Cc2cc(C)ccc2OC(c2ccsc2)C1 (stereo not given)	-0.2	0.0	-2	13
CCOC(=O)c1sc(NC(=O)CSc2ncn[nH]2)c(C#N)c1C	-0.1	-0.2	-6	1
CC1CC(=O)c2cnc(N3CCN(c4ccccc4)CC3)nc2C1 (stereo not given)	-1.5	0.6	5	14
CCCn1cc(S(=O)(=O)CC(=O)Nc2ccc(OCC)cc2)c2ccccc21	-0.5	0.0	-4	-9
COc1ccc(CC(=O)N2CCN=C2SCc2ccccc2)cc1OC	-0.9	-0.2	-12	-9
O=C(NCc1ccc(Cl)cc1)c1ccc(CNc2c(N3CCCC3)c(=O)c2=O)cc1	0.5	-0.1	-5	4
Cc1cc(NC(=O)CN2CCN(c3ccc(Cl)cc3)CC2)no1	1.3	-0.1	-2	-3
Nc1nnc(SCC(=O)OCC(=O)Nc2ncc(Br)s2)s1	0.1	0.2	4	10
C/C(=N\NS(=O)(=O)c1ccc(Cl)cc1)c1ccc(C)o1	3.0	0.1	-4	-15
Cc1ccc(C)c(NS(C)(=O)=O)c1	0.9	0.0	0	-3
COc1ccc(C(=O)Nc2ccc(S(=O)(=O)N3CCc4ccccc43)cc2)cc1Br	-0.2	0.1	2	2
CN(C)c1ccc2sc(SCC(=O)NC(C)(C)C)nc2c1	3.6	0.1	-46	18
CCN1CCN(C(=O)c2ncoc2-c2cccs2)CC1	0.1	0.1	8	6
CCOC(=O)C1=C(O)/C(=C/c2cccc(OC)c2OC)SC1=Nc1ccc([N+](=O)[O-])cc1	2.1	0.3	5	12
O=C(Cc1ccccc1F)N1CCN(c2ccccc2)CC1	0.6	-0.2	-7	-8
COc1ccc(C(=O)NCCC2=CCCCC2)cc1I	-0.7	0.6	-25	7
COc1ccc(-n2ncc3c(N4CCC(Cc5ccccc5)CC4)ncnc32)cc1	1.2	0.5	-3	1
CC(=O)NC(CC(=O)NC1CCCCC1)c1ccccc1 (stereo not given)	1.7	-0.1	1	-5

Compound activity: PubChem BioAssay, The Scripps Research Institute Molecular Screening Center
